Source: PubChem (National Center for Advancing Translational Sciences (NCATS))
aGlu spleen mod = qHTS Assay for Inhibitors and Activators of Human alpha-Glucosidase From Spleen Homogenate; AID 2112, 2009; hit rate 0.006% among 240,000; Potency, µM (series often up to 79.9 µM), for inactives: top-dose activity change, negative = inhibition, actives largely listed as inhibitors; human spleen homogenate, 4-MU-alpha-glucoside fluorescence; Lysosomal alpha-glucosidase (Homo sapiens), P10253;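 also: 0% = enzyme with vehicle and -100% = no enzyme basal signal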
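Human spleen homogenate (1 ug) incubated with compounds and 1 mM 4-methylumbelliferyl-alpha-D-glucopyranoside in pH 5.0 citrate/phosphate buffer, 37 C, 40 min. Stopped at pH 10; 4-MU fluorescence (Ex 365/Em 440 nm); AC50 by Hill fit.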
ALDH1A1 block = qHTS Assay for Inhibitors of Aldehyde Dehydrogenase 1 (ALDH1A1); Aldehyde dehydrogenase 1A1 (Homo sapiens), P00352; Purified ALDH1A1, NADH fluorescence, propionaldehyde substrate; hit rate 7.3% among 220,000; Potency, µM (top dose mostly 75.3 µM), without a hit: at the highest dose activity, negative = inhibition, usual class: inhibitors; active = well fitted inhibition curve with a large enough effect, not every such curve was filed as active; inconclusive = small, poorly fitted or top-dose-only effect, or another doubt; inactive = no such curve, though single readings can be large or run the other way;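 also: plate controls were no enzyme wells and a reference inhibitor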
GAA glycogen = qHTS Assay for Inhibitors and Activators of Human alpha-Glucosidase Cleavage of Glycogen; Lysosomal alpha-glucosidase (Homo sapiens), P10253; recombinant GAA, glycogen substrate, Amplex Red glucose oxidase fluorescence; Potency, µM (titrated, usually from 76.4 µM), for inactives: at the highest dose activity change, negative = inhibition, usual class: inhibitors; hit rate 0.38% among 300,000;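 also: 0% = full enzyme reaction and -100% = no-enzyme basal signal; the screen sought inhibitors and activators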
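qHTS, 1536-well; enzyme 4 nM final; cpd up to 77 uM; substrate bovine liver glycogen 30 ug; 50 mM citrate/phosphate pH 5.0, 0.01% Tween-20; 37 C, 40 min; Amplex Red detection 45 min RT; Hill fit → AC50.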
JMJD2E inh = qHTS Assay for Inhibitors of Human Jumonji Domain Containing 2E (JMJD2E). Lysine-specific demethylase 4E (Homo sapiens), B2RXH2. JMJD2E catalytic domain, FDH-coupled NADH fluorescence (FDH is formaldehyde dehydrogenase). Potency, µM (series often up to 57.1 µM), for the others: at the highest dose activity change, negative = inhibition, usual class: inhibitors. hit rate 1.6% among 230,000. AID 2147, 2009; active = well fitted inhibition curve with a large enough effect, not every such curve was filed as active; inconclusive = small, poorly fitted or top-dose-only effect, or another doubt; inactive = no such curve, though single readings can be large or run the other way;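 also: 0% = wells with enzyme and -100% = buffer wells without enzyme; nearly all actives have a fitted effect of over 50% in size; many of its hits are not listed in these tables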
Target sequence (B2RXH2 1-337 limits assumed): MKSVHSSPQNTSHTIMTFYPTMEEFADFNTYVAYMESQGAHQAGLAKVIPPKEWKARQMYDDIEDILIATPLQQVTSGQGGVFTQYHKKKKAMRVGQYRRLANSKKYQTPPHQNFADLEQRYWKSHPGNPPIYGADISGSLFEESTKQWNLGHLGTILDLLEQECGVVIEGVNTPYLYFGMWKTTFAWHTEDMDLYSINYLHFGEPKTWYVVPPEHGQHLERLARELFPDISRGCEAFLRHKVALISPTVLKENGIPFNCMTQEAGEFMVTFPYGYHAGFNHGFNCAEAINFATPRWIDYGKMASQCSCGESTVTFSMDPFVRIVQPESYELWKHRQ
SMN2 splice up = qHTS Assay for Enhancers of SMN2 Splice Variant Expression; Potency, µM (highest dose often 46.1 µM), without a hit: at the top dose activity change, positive = activation, hits mostly activators; AID 1458, 2008; HEK293 SMN2-luciferase splicing reporter, luminescence, 30-36 h; hit rate 2.8% among 210,000; also: % of control where 0% means no effect; nearly all actives have a fitted effect of over 55% in size
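HEK293 cells carry an SMN2 […]–luciferase reporter in which exon 7 inclusion puts luciferase in frame. Cells were plated 10-12 h before compound addition, then incubated 30-36 h at 37C. ONE-Glo luminescence was read; sodium butyrate at 4.5 mM final served as control.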
RGS12 GoLoco inh = qHTS Assay for Inhibitors of RGS12 GoLoco Motif Activity (Red Fluorophore) | Guanine nucleotide-binding protein G(i) subunit alpha-1 (Homo sapiens), P63096 | Gai1:RGS12 GoLoco peptide FP, rhodamine, 10 min | Potency, µM (top dose mostly 61.6 µM), inactives show at the highest dose activity, negative = inhibition, most hits filed as inhibitors | hit rate 0.44% among 230,000 | AID 880, 2007; active = well fitted inhibition curve with a large enough effect, not every such curve was filed as active; inactive = no such curve, though single readings can be large or run the other way; also: % is scaled to controls: 0 for no effect and ±100 for the full control effect; nearly all actives have a fitted effect of over 30% in size; many of its hits are not listed in these tables
Target sequence (P63096 whole entry, looked up): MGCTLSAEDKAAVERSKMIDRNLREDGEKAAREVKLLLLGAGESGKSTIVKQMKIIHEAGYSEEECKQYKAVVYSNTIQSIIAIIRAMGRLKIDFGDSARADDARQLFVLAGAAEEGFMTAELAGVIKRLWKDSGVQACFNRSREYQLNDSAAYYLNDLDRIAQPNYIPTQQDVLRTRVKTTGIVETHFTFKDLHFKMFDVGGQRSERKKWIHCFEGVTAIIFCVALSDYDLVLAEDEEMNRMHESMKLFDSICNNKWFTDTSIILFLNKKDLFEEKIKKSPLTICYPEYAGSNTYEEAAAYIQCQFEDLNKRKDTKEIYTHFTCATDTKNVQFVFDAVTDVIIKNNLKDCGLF
GLA spleen mod = qHTS Assay for Inhibitors and Activators of Human alpha-Galactosidase From Spleen Homogenate; Alpha-galactosidase A (Homo sapiens), P06280; hit rate 0.008% among 240,000; AID 2107, 2009; Potency, µM (highest dose often 80 µM), for inactives: at the top dose activity change, negative = inhibition, actives largely listed as inhibitors; human spleen homogenate, 4MU-alpha-Gal fluorescence, 40 min;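 also: 0% = enzyme with vehicle and -100% = no enzyme basal signal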
Target sequence (P06280 32-429 limits assumed): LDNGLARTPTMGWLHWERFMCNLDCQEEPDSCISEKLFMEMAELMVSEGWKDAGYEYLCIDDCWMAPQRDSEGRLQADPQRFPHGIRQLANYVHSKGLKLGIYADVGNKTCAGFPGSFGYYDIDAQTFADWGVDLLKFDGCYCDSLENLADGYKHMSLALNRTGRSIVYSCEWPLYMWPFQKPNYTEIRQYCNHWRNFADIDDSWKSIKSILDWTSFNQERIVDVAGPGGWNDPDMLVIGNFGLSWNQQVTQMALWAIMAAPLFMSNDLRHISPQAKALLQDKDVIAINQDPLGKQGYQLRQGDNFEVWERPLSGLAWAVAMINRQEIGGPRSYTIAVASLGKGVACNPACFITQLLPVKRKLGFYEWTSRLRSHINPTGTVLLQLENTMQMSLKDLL
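Fluorogenic readout (Ex 365/Em 440 nm) of 4-methylumbelliferone released from 1 mM 4-MU-alpha-galactoside by spleen homogenate, 40 min at 37C, pH 5.0. Data normalized to no-enzyme and enzyme controls; Hill-equation AC50 from compound titrations.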
GAA inhib = qHTS Assay for Inhibitors of Human alpha-Glucosidase as a Potential Chaperone Treatment of Pompe Disease; Lysosomal alpha-glucosidase (Homo sapiens), P10253; purified human GAA, 4-MU-alpha-glucoside fluorescence; Potency, µM (highest dose often 76.9 µM), inactives show at the highest dose activity change, negative = inhibition, most hits filed as inhibitors; hit rate 0.005% among 200,000; AID 1466, 2008;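 also: plate controls were uninhibited enzyme wells for no effect and no-enzyme background for full effect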
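qHTS format, compound range up to 77 uM. Human lysosomal enzyme at 4 nM, 400 uM 4-MU glucoside substrate, pH 5.0, 20 min room temperature; fluorescence after alkaline stop gives activity normalized to controls.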
An asterisk follows results filed as active; & = joins results of further samples; [ ] = dose if it differs, or a comment. Unless noted, calls follow the shape of the dose curve; as a rule, active = well fitted curve in the direction sought with a large enough effect; inconclusive = small, poorly fitted or top-dose-only effect, or another doubt; inactive = no such curve, though single readings can be large; an effect the other way counts as inactive or inconclusive. Potency is read from the fitted curve at half-maximal effect.

Screening Cc1c(NC(=O)c2ccc(N(Cc3ccccc3)S(C)(=O)=O)cc2)c(=O)n(-c2ccccc2)n1C returned aGlu spleen mod 4%, ALDH1A1 block 12%, GAA glycogen 12%, JMJD2E inh -20%, SMN2 splice up 1%, RGS12 GoLoco inh 20%, GLA spleen mod 4% and GAA inhib 7%.
`COC(=O)c1ccc(NC(=O)CSc2nc(=O)cc(N)n2-c2ccccc2)cc1` gave aGlu spleen mod 1%, ALDH1A1 block 15%, GAA glycogen 7%, JMJD2E inh 2%, SMN2 splice up 12%, RGS12 GoLoco inh 0%, GLA spleen mod -11% and GAA inhib 1%.
For COc1ccc(CCNCc2csc3nc4ccccc4n23)cc1OC the results were aGlu spleen mod 3%, ALDH1A1 block -5%, GAA glycogen 8%, JMJD2E inh -4%, SMN2 splice up -39%[inhibitor], RGS12 GoLoco inh 4%, GLA spleen mod 6% and GAA inhib -5%.
CC(C)C(=O)NCc1cc(-c2ccc(Cl)cc2)no1 was read as aGlu spleen mod -18%, ALDH1A1 block 15%, GAA glycogen -12%, JMJD2E inh 5%, SMN2 splice up 20%, RGS12 GoLoco inh 8%, GLA spleen mod 2% and GAA inhib 1%.
Screening CCOC(=O)c1cnc2ccc(OC)cc2c1NCCc1ccc(OC)c(OC)c1 returned aGlu spleen mod -6%, ALDH1A1 block -5%, GAA glycogen -1%[76.3 µM], JMJD2E inh -5%, SMN2 splice up -8%&-29%, RGS12 GoLoco inh 2%, GLA spleen mod 3% and GAA inhib 4%.
For O=C(c1n[nH]c2c1CCCC2)n1ccnc1 the results were aGlu spleen mod 2%, ALDH1A1 block -8%, GAA glycogen 9%, JMJD2E inh 5%, SMN2 splice up -3%, RGS12 GoLoco inh 2%, GLA spleen mod 3% and GAA inhib -5%.
For O=C(COc1ccc(Br)cc1)Nc1ccncc1 the results were aGlu spleen mod -1%, ALDH1A1 block 0%, GAA glycogen -2%, JMJD2E inh -6%, SMN2 splice up 8%, RGS12 GoLoco inh -3%, GLA spleen mod 2% and GAA inhib -3%.
S=C(NCCc1ccccn1)Nc1ccccc1Cl was read as aGlu spleen mod 0%, ALDH1A1 block -9%, GAA glycogen -9%, JMJD2E inh inconclusive, SMN2 splice up -4%, RGS12 GoLoco inh -1%, GLA spleen mod 5% and GAA inhib 9%.
CC(=O)Nc1nc(=S)ss1 was read as aGlu spleen mod 1%, ALDH1A1 block 3.2µM*, GAA glycogen 3%, JMJD2E inh -3%, SMN2 splice up -5%, RGS12 GoLoco inh 8%, GLA spleen mod 4% and GAA inhib 4%.
`Cc1ccc(C(=O)NCc2ccccn2)c(Cl)c1` gave aGlu spleen mod -1%, ALDH1A1 block 9%, GAA glycogen 6%, JMJD2E inh -2%, SMN2 splice up 0%, RGS12 GoLoco inh 33%[activator], GLA spleen mod -1% and GAA inhib 4%.
C/C(=N\NC(=O)COc1ccc(C)cc1[N+](=O)[O-])c1cccs1 was read as aGlu spleen mod 8%, ALDH1A1 block 14µM*, GAA glycogen 4%, JMJD2E inh 19%, SMN2 splice up -22%, RGS12 GoLoco inh -3%, GLA spleen mod 2% and GAA inhib 2%.
For CC(C)Oc1ccc(CC2CCC(=O)N(C)C2=O)cc1 (stereo not given) the results were aGlu spleen mod -5%, ALDH1A1 block -8%, GAA glycogen 7%, JMJD2E inh 5%, SMN2 splice up -23%, RGS12 GoLoco inh 7%, GLA spleen mod 0% and GAA inhib 3%.
Screening COc1cc(/C=C(/C#N)c2ccccc2)ccc1Oc1ccc([N+](=O)[O-])cn1 returned aGlu spleen mod -3%, ALDH1A1 block -3%, GAA glycogen 5%, JMJD2E inh 0%, SMN2 splice up -70%[inhibitor], RGS12 GoLoco inh 9%, GLA spleen mod -1% and GAA inhib -4%.
For O=C(CN1C(=O)COc2ccccc21)N1CCc2ccccc21 the results were aGlu spleen mod 8%, ALDH1A1 block 7%, GAA glycogen -15%, JMJD2E inh 2%, SMN2 splice up -13%, RGS12 GoLoco inh -3%, GLA spleen mod 11% and GAA inhib -14%.
For COc1ccc(-c2nn(-c3ccccc3)cc2/C=N/N=C(N)N)cc1OC the results were aGlu spleen mod -9%, ALDH1A1 block 5%, GAA glycogen -3%, JMJD2E inh inconclusive, SMN2 splice up -12%, RGS12 GoLoco inh 4%, GLA spleen mod 3% and GAA inhib -6%.
Screening Cc1ccc(NS(=O)(=O)c2cccc(C(=O)N/N=C/c3ccc4c(c3)OCCO4)c2)c(C)c1 returned aGlu spleen mod -1%, ALDH1A1 block 4%, GAA glycogen -6%, JMJD2E inh 4%, SMN2 splice up -35%[inhibitor], RGS12 GoLoco inh -6%, GLA spleen mod -1% and GAA inhib 3%.
Screening C=CCOC(=O)C1=C[C@@H](c2cn(C(C)=O)c3ccccc23)C[C@@H](OCCCCO)O1 returned aGlu spleen mod 1%, ALDH1A1 block inconclusive, GAA glycogen 0%, JMJD2E inh 1%, RGS12 GoLoco inh 11% and GLA spleen mod 1%.
`Fc1ccccc1COc1ccc(Br)cc1CNCc1ccncc1` gave aGlu spleen mod 1%, ALDH1A1 block inconclusive, GAA glycogen 8%, JMJD2E inh -3%, SMN2 splice up -19%, RGS12 GoLoco inh -7%, GLA spleen mod 7% and GAA inhib -11%.
`COC(=O)c1ccccc1NC(=O)CSc1nnc(-c2ccncc2)o1` gave aGlu spleen mod -5%, ALDH1A1 block 18µM*, GAA glycogen 0%, JMJD2E inh -13%, SMN2 splice up inconclusive, RGS12 GoLoco inh -1%, GLA spleen mod -1% and GAA inhib -1%.
For N#CCCn1cc(C(N)=O)c(-c2cccs2)n1 the results were aGlu spleen mod -14%, ALDH1A1 block -8%, GAA glycogen 18%, JMJD2E inh -5%, SMN2 splice up 9%, RGS12 GoLoco inh 0%, GLA spleen mod -10% and GAA inhib 12%.
Screening Nc1c(C(=O)NCc2ccco2)sc2nc(N3CCOCC3)c3c(c12)CCCC3 returned aGlu spleen mod 1%, ALDH1A1 block inconclusive, GAA glycogen -4%, JMJD2E inh inconclusive, SMN2 splice up -4%, RGS12 GoLoco inh 2%, GLA spleen mod 13% and GAA inhib 10%.
`Cc1ccc(C(Sc2ccccc2)C(Cn2cncn2)C(=O)c2ccccc2)cc1` (stereo not given) gave aGlu spleen mod 6%, ALDH1A1 block inconclusive, GAA glycogen 4%, JMJD2E inh -8%, SMN2 splice up -14%, RGS12 GoLoco inh 2%, GLA spleen mod 6% and GAA inhib -4%.
O=C(Nc1nnc(CCOCCOCCc2nnc(NC(=O)c3ccco3)s2)s1)c1ccco1 was read as aGlu spleen mod -2%, ALDH1A1 block inconclusive, GAA glycogen -6%, JMJD2E inh 3%, SMN2 splice up -10%, RGS12 GoLoco inh -4%, GLA spleen mod 4% and GAA inhib -7%.
Screening Cc1cccc(Nc2ccccc2C(=O)O)c1C returned aGlu spleen mod 4%, ALDH1A1 block -3%, GAA glycogen -1%, JMJD2E inh -10%, SMN2 splice up -11%, RGS12 GoLoco inh 1%, GLA spleen mod 8% and GAA inhib -9%[15.4 µM].
Screening COc1cc(/C=N/NS(=O)(=O)c2ccc3ccccc3c2)ccc1OCCN1CCOCC1 returned aGlu spleen mod 5%, ALDH1A1 block inconclusive, GAA glycogen -7%, JMJD2E inh -7%, SMN2 splice up -13%, RGS12 GoLoco inh -7%, GLA spleen mod 3% and GAA inhib -10%.
For CCOc1cc(CNCCc2ccc(S(N)(=O)=O)cc2)ccc1OCC(=O)NC(C)(C)C the results were aGlu spleen mod -6%, ALDH1A1 block 10%, GAA glycogen 12%, JMJD2E inh 0%, SMN2 splice up -16%, RGS12 GoLoco inh 5%, GLA spleen mod -4% and GAA inhib -3%.
Screening CCOC(=O)C(=CNc1ccc(Oc2cccnc2)nc1)C(=O)OCC returned aGlu spleen mod -8%, ALDH1A1 block 12%, GAA glycogen 1%, JMJD2E inh -5%, RGS12 GoLoco inh -6%, GLA spleen mod -10% and GAA inhib 3%[15.4 µM].
CCC1(C)COC(C)(CC(=O)NNC(=O)Nc2ccccc2)OC1 (stereo not given) was read as aGlu spleen mod -1%, ALDH1A1 block 13%, GAA glycogen -3%, JMJD2E inh 1%, SMN2 splice up -21%, RGS12 GoLoco inh 8%, GLA spleen mod 5% and GAA inhib 4%.
Screening O=c1nc(N2CCCCCC2)nc(N2CCCCCC2)[nH]1 returned aGlu spleen mod -12%, ALDH1A1 block 7%, GAA glycogen -5%, JMJD2E inh 9%, SMN2 splice up -3%, RGS12 GoLoco inh -26%, GLA spleen mod 3% and GAA inhib 6%.
For Cc1nc2c(-c3ccccc3)c(C)nn2c(N)c1-c1ccccc1 the results were aGlu spleen mod -3%, ALDH1A1 block inconclusive, GAA glycogen -9%, JMJD2E inh inconclusive, SMN2 splice up 13µM*, RGS12 GoLoco inh 7%, GLA spleen mod -1% and GAA inhib -8%.
`CC(=O)Nc1ccc(C(=O)OCC(=O)c2ccc(F)cc2)cc1` gave aGlu spleen mod 3%, ALDH1A1 block 7%, GAA glycogen -4%, JMJD2E inh 6%, SMN2 splice up 11%, RGS12 GoLoco inh 8%, GLA spleen mod -8% and GAA inhib 5%.
Cc1ccc(N(c2ncnc(N)c2[N+](=O)[O-])C2CCCCC2)cc1 was read as aGlu spleen mod -11%, ALDH1A1 block -3%, GAA glycogen -4%, JMJD2E inh 3%, SMN2 splice up -11%, RGS12 GoLoco inh 1%, GLA spleen mod 0% and GAA inhib 3%.

Not all compounds are listed; the hit share may differ from the screen's.
